HTRA1 inhibitor: HTRA1 (human) protease inhibition | recombinant HTRA1, FP-rhodamine activity-based probe, fluorescence polarization | inhibition, % at 5.96 µM | hit rate 0.5% among 340,000; in the data active means inhibition above about 36%;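 further: 0% = enzyme with DMSO and 100% = wells lacking enzyme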
ABHD4 inh: ABHD4 (mouse) inhibition, primary FP screen. Q8VD66. hit rate 0.54% among 370,000. inhibition, % at 8.92 µM. purified mABHD4, FP-Rh probe fluorescence polarization;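 active means inhibition exceeding the mean over every tested compound plus 3 SD, cut at about 30% in these data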;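 further: 0% = plate median of compound wells and 100% = S159A mutant with DMSO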
Target sequence (Q8VD66 whole entry, looked up): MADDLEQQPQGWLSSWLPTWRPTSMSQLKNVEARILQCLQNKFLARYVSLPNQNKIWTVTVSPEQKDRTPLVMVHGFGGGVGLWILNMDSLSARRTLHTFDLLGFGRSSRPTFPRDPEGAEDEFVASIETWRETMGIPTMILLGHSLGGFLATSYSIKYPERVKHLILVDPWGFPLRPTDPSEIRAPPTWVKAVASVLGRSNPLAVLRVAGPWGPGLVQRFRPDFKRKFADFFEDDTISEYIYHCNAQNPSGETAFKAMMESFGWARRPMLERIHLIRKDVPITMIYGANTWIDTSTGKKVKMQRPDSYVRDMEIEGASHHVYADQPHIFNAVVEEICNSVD
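Test system: mouse ABHD4 enzyme, wild type. Reagent: FP-Rh fluorescent activity-based probe, added after compound pre-incubation. Timing: pre-incubation 45 min, probe exposure 60 min, at 25 °C. Technique: FP readout, ex 525 nm / em 598 nm. Benchmarks: high control S159A mutant with DMSO, low control median of compound wells.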
SMARCA2 act: activators of SMARCA2 function | MG213 cells, MMTV-luciferase reporter, dexamethasone, overnight | activation, % at 9.1 µM | hit rate 1% among 370,000 | AID 652017; in the data active means activation above about 7.8%;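 further: 0% = vehicle wells and 100% = reference activator wells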
ARFGAP1 inhibitor: inhibitors of rat ARFGAP1; AID 651572; hit rate 0.26% among 360,000; inhibition, % at 16.5 µM; Q62848; Arfgap1-stimulated ARF1 GTP hydrolysis, GDP FP detection;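 active means inhibition above a per-plate limit, mean inhibition of low control wells plus 3 SD, cut at about 25% in these data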;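 further: 0% = DMSO wells with enzyme and 100% = wells lacking Arfgap1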
Target sequence (Q62848 1-136 limits assumed): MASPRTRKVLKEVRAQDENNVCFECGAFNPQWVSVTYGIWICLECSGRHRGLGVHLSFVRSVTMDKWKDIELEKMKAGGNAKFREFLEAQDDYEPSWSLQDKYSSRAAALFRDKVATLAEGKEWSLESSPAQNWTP
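Repeats: one replicate per compound; assay system: rat Arfgap1 catalytic domain, aa 1-136; times: enzyme reaction 120 min at 25 °C after 20 min preincubation; detection: FP of antibody-bound GDP Alexa 633 tracer, ex 620/em 688 nm; benchmarks: high control wells lacking Arfgap1, low control full reaction with DMSO; reagent: human ARF1(Δ1-17)-GTP substrate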
GC-A act: GC-A (human) enzyme activation; activation, % at 10 µM; hit rate 0.14% among 370,000; AID 1671463; HEK293 GC-A cells, cGMP TR-FRET, EC30 ANP; 0% at EC30 ANP, 100% saturating ANP; in the data active means activation above about 40%
ASAP1 inh: blocks human ASAP1-stimulated Arf1 GTP hydrolysis; GDP FP detection; hit rate 0.19% among 360,000; inhibition, % at 16.5 µM; in the data active means inhibition above about 25%;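 further: 0% = vehicle with enzyme and substrate and 100% = no enzyme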
PG9 Ab binder: PG9 antibody binding by small molecule. hit rate 0.43% among 360,000. TR-FRET gp120-PG9 antibody binding. inhibition, % at 6.7 µM. AID 624416; in the data active means inhibition above about 8.5%
Rev-erbA mod: modulators of human Rev-erb alpha DNA binding. P20393. Rev-erbα–FITC-DNA binding, fluorescence polarization, 90 min. activity, % at 10 µM. hit rate 0.79% among 370,000;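 active means activity above about 14%, limit read from the data; passing the limit was not always enough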;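 further: 0% = DMSO wells with 35 nM protein and 100% = DMSO wells with 750 nM protein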
Target sequence (P20393 whole entry, looked up): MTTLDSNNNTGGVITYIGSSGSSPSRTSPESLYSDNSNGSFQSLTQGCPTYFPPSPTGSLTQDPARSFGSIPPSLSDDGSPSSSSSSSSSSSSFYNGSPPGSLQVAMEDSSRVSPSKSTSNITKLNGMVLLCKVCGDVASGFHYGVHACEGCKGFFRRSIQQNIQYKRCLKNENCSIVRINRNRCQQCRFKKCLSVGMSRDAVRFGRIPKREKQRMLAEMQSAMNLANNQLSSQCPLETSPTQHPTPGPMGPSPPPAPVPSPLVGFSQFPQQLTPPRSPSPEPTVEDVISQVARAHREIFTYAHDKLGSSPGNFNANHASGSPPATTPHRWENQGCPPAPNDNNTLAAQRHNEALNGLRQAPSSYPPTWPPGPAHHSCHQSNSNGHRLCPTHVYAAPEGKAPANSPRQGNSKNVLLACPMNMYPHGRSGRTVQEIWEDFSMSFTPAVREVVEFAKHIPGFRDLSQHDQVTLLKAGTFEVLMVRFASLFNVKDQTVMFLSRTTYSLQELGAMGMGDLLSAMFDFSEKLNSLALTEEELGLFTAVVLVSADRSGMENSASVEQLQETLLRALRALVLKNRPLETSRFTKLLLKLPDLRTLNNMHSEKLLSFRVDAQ
rCAG binder: r(CAG) repeat RNA binding; TO-PRO-1 dye displacement fluorescence; inhibition, % at 3 µM; hit rate 1.3% among 370,000; AID 651821;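 active means inhibition above the plate cutoff, the mean of all test compounds on that plate plus 3 SD, cut at about 35% in these data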;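 further: 0% = DMSO alone and 100% = 100 µM mitoxantrone as full dye displacement; higher means more dye released from RNA so lower well fluorescence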
GC-B act: GC-B (human) receptor activation. P20594. HEK293-GC-B cells, CNP EC30, cGMP TR-FRET; 0% at EC30 CNP, 100% saturating CNP. activation, % at 10 µM. hit rate 0.11% among 370,000. AID 1920062;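 active means activation at 10 µM reaching about 35% in either raw or pattern-adjusted values, limit read from the data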
* hit, by the source's call.

O=C(NN1C(=O)/C(=C/c2ccc(O)cc2)SC1=S)c1cccc(O)c1 was read as HTRA1 inhibitor -63, ABHD4 inh -50, SMARCA2 act 0, ARFGAP1 inhibitor 11, GC-A act -3, ASAP1 inh 6, PG9 Ab binder -2.8, Rev-erbA mod 27*, rCAG binder -28 and GC-B act -4.
Screening CC1CCCCC1NC(=O)CSc1nnc(CN2CCOCC2)n1C (centres undefined) returned HTRA1 inhibitor -4, ABHD4 inh -2, SMARCA2 act -1, ARFGAP1 inhibitor 0, GC-A act -1, ASAP1 inh -2, PG9 Ab binder -3.0, Rev-erbA mod 9, rCAG binder 0 and GC-B act 0.
`CC(C)OP(=O)(OC(C)C)C(NC(=O)c1ccc(Br)cc1)c1ccccc1` (centres undefined) gave HTRA1 inhibitor -5, ABHD4 inh 9, SMARCA2 act -2, ARFGAP1 inhibitor 14, GC-A act -6, ASAP1 inh -2, PG9 Ab binder -0.6, Rev-erbA mod -8, rCAG binder -6 and GC-B act -5.
For Cn1cccc1C1C(C#N)=C(N)OC2=C1C(=O)CCC2 (centres undefined) the results were ABHD4 inh 5, SMARCA2 act 0, ARFGAP1 inhibitor 13, GC-A act -1, ASAP1 inh -5, PG9 Ab binder -1.4, Rev-erbA mod 2, rCAG binder 1 and GC-B act 5.
Screening COc1ccccc1NC(=O)CCC(=O)Nc1cc(OC)c(NC(=O)c2cccs2)cc1OC returned HTRA1 inhibitor -3, ABHD4 inh 3, SMARCA2 act -4, ARFGAP1 inhibitor 11, GC-A act -4, ASAP1 inh 9, PG9 Ab binder -1.0, Rev-erbA mod -3, rCAG binder 2 and GC-B act 2.
For N#CC1=C2N=C(N)c3c(sc4c3CCCCC4)N2C2=C(C(=O)CCC2)C1c1ccccc1 (centres undefined) the results were HTRA1 inhibitor 40*, ABHD4 inh 32*, SMARCA2 act -1, ARFGAP1 inhibitor -5, GC-A act -1, ASAP1 inh 7, PG9 Ab binder -4.5, Rev-erbA mod -10, rCAG binder 16 and GC-B act -6.
For Cc1ccc2[nH]c3c(=O)n4c(nc3c2c1)SCC4 the results were HTRA1 inhibitor -2, ABHD4 inh -2, SMARCA2 act -2, ARFGAP1 inhibitor 13, GC-A act -1, ASAP1 inh 7, PG9 Ab binder -0.7, Rev-erbA mod 5, rCAG binder 3 and GC-B act -4.
For Cc1nn(C)c(Cl)c1S(=O)(=O)N[C@@H](c1ccccc1)[C@]1(C)C[C@H]1[C@@H](C)C(=O)Nc1ccc2ccccc2c1 the results were HTRA1 inhibitor -58, ABHD4 inh -44, SMARCA2 act 0, ARFGAP1 inhibitor 6, GC-A act 3, ASAP1 inh 0, PG9 Ab binder 4.8, Rev-erbA mod 5, rCAG binder 9 and GC-B act 0.
For O=C(c1ccc(Cl)c([N+](=O)[O-])c1)N1CCN(Cc2ccc3c(c2)OCO3)CC1 the results were HTRA1 inhibitor -2, ABHD4 inh -1, SMARCA2 act -3, ARFGAP1 inhibitor -1, GC-A act -2, ASAP1 inh -4, PG9 Ab binder -1.5, Rev-erbA mod 2, rCAG binder -4 and GC-B act 0.
For COc1cc([N+](=O)[O-])cc2sc(NC(C)=O)nc12 the results were HTRA1 inhibitor -1, ABHD4 inh 1, SMARCA2 act -1, ARFGAP1 inhibitor 11, GC-A act 35, ASAP1 inh -3, PG9 Ab binder -0.8, Rev-erbA mod -4, rCAG binder 5 and GC-B act 3.
Screening Cc1ccc2c(c1)c1c(c(=O)n(-c3ccccc3C)c(=O)n1CC(=O)NCC1CCCO1)n2C (centres undefined) returned HTRA1 inhibitor 2, ABHD4 inh -2, SMARCA2 act -3, ARFGAP1 inhibitor 5, GC-A act -2, ASAP1 inh -1, PG9 Ab binder 1.7, Rev-erbA mod -5, rCAG binder -2 and GC-B act 3.
COc1ccccc1NC(=O)N(C)C[C@@H]1Oc2ncc(Br)cc2C(=O)N([C@H](C)CO)C[C@@H]1C was read as HTRA1 inhibitor 2, ABHD4 inh -3, SMARCA2 act 3, ARFGAP1 inhibitor 6, GC-A act 0, ASAP1 inh 3, PG9 Ab binder -2.7, Rev-erbA mod 6, rCAG binder -1 and GC-B act 2.
Screening O=C(O)CC(C(=O)OCC1CCCO1)N1CCOCC1 (centres undefined) returned HTRA1 inhibitor 3, ABHD4 inh -3, SMARCA2 act 0, ARFGAP1 inhibitor -11, GC-A act 5, ASAP1 inh 10, PG9 Ab binder 0.1, Rev-erbA mod -1, rCAG binder 1 and GC-B act -2.
Screening Cn1c(SCC(=O)NC2CCCC2)nc2cccnc21 returned HTRA1 inhibitor 3, ABHD4 inh 1, SMARCA2 act -3, ARFGAP1 inhibitor 9, GC-A act -4, ASAP1 inh -15, PG9 Ab binder 0.7, Rev-erbA mod 0, rCAG binder -3 and GC-B act -1.
`O=C1NCCCC1C(=O)N/N=C/c1cccc(O)c1` (centres undefined) gave HTRA1 inhibitor 4, ABHD4 inh 3, SMARCA2 act 0, ARFGAP1 inhibitor -1, GC-A act 1, ASAP1 inh 5, PG9 Ab binder 0.8, Rev-erbA mod 0, rCAG binder 1 and GC-B act 2.
Screening CC(C)(C)NC(=O)CSc1nc(N)cc(=O)[nH]1 returned HTRA1 inhibitor -8, ABHD4 inh 1, SMARCA2 act -1, ARFGAP1 inhibitor 4, GC-A act 1, ASAP1 inh -2, PG9 Ab binder 1.1, Rev-erbA mod 5, rCAG binder -2 and GC-B act -6.
For COc1ccc(/C=N/NC(=O)c2cccnc2)cc1CSc1ccccn1 the results were HTRA1 inhibitor 1, ABHD4 inh -4, SMARCA2 act -2, ARFGAP1 inhibitor 2, GC-A act -8, ASAP1 inh 3, PG9 Ab binder -2.6, Rev-erbA mod -5, rCAG binder -3 and GC-B act -9.
Screening Cc1nc2c(-c3ccccc3)c(C)nn2c(C)c1CCC(=O)NCc1ccco1 returned HTRA1 inhibitor -2, ABHD4 inh -2, SMARCA2 act -1, ARFGAP1 inhibitor 7, GC-A act -3, ASAP1 inh -7, PG9 Ab binder -0.9, Rev-erbA mod 4, rCAG binder 1 and GC-B act -8.
For O=[N+]([O-])c1cncc([N+](=O)[O-])c1Nc1ccccc1Cl the results were HTRA1 inhibitor 5, ABHD4 inh 5, SMARCA2 act 1, ARFGAP1 inhibitor 2, GC-A act -1, ASAP1 inh 15, PG9 Ab binder -1.8, Rev-erbA mod 3, rCAG binder 0 and GC-B act -4.
CCCc1nn(C)c(C(N)=O)c1[N+](=O)[O-] was read as HTRA1 inhibitor -4, ABHD4 inh 0, SMARCA2 act 0, ARFGAP1 inhibitor -1, GC-A act 1, ASAP1 inh 2, PG9 Ab binder -0.9, Rev-erbA mod -6, rCAG binder -1 and GC-B act 2.
Screening CC(C)Cc1ccc(C(C)C(N)=Nc2ccc(O)cc2)cc1 (centres undefined) returned HTRA1 inhibitor 1, ABHD4 inh 8, SMARCA2 act -1, ARFGAP1 inhibitor 10, GC-A act 3, ASAP1 inh 10, PG9 Ab binder -1.7, Rev-erbA mod -3, rCAG binder 2 and GC-B act -1.
Cc1ccc(/C=N/NC(=O)CC(=O)NCc2cccnc2)cc1 was read as HTRA1 inhibitor 0, ABHD4 inh 5, SMARCA2 act -4, ARFGAP1 inhibitor 5, GC-A act 4, ASAP1 inh -5, PG9 Ab binder -1.3, Rev-erbA mod -1, rCAG binder -2 and GC-B act -3.
Screening Cc1nn2c(N3CCOCC3)cc(C(C)C)nc2c1-c1ccccc1 returned HTRA1 inhibitor 4, ABHD4 inh 6, SMARCA2 act -4, ARFGAP1 inhibitor 4, GC-A act 0, ASAP1 inh -11, PG9 Ab binder -0.6, Rev-erbA mod -1, rCAG binder 6 and GC-B act -7.
For C/C=C/c1cnc2c(c1)C(=O)N([C@@H](C)CO)C[C@H](C)[C@@H](CN(C)S(=O)(=O)c1ccc(C)cc1)O2 the results were HTRA1 inhibitor -16, ABHD4 inh 8, SMARCA2 act -3, ARFGAP1 inhibitor -3, GC-A act 2, ASAP1 inh 6, PG9 Ab binder -2.1, Rev-erbA mod 6, rCAG binder 2 and GC-B act -3.
`COc1ccc(C(=O)C[n+]2ccc3c(c2)nnn3-c2ccccc2)cc1` gave HTRA1 inhibitor -11, ABHD4 inh -3, SMARCA2 act -5, ARFGAP1 inhibitor -2, GC-A act 3, ASAP1 inh 4, PG9 Ab binder -1.0, Rev-erbA mod 1, rCAG binder 8 and GC-B act -2.
For CC(C)(C)OC(=O)N1CCN(c2ccc(NC(=O)c3ccco3)cc2)CC1 the results were HTRA1 inhibitor 4, ABHD4 inh -3, SMARCA2 act -1, ARFGAP1 inhibitor -3, GC-A act 4, ASAP1 inh -17, PG9 Ab binder 0.4, Rev-erbA mod 2, rCAG binder -8 and GC-B act 3.
`C=CCn1c(=O)[nH]c2cc(C(=O)N3CCN(c4ccc(C(C)=O)cc4)CC3)ccc2c1=O` gave HTRA1 inhibitor 2, ABHD4 inh -3, SMARCA2 act -3, ARFGAP1 inhibitor -3, GC-A act -4, ASAP1 inh 5, PG9 Ab binder -1.6, Rev-erbA mod -22, rCAG binder 4 and GC-B act -2.
Screening COc1ccc(-c2nnc(SCC(=O)N3CCCCC3)o2)c(OC)c1 returned HTRA1 inhibitor 10, ABHD4 inh -5, SMARCA2 act 2, ARFGAP1 inhibitor 5, GC-A act 2, ASAP1 inh -10, PG9 Ab binder -1.1, Rev-erbA mod -2, rCAG binder -2 and GC-B act -2.
Cc1cc(Oc2ccc(=O)n(C)n2)nc(SCC(N)=O)n1 was read as HTRA1 inhibitor 5, ABHD4 inh 2, SMARCA2 act -3, ARFGAP1 inhibitor -6, GC-A act 8, ASAP1 inh -15, PG9 Ab binder -0.3, Rev-erbA mod -5, rCAG binder 0 and GC-B act 3.
Screening COc1cc(OC)c(OC)cc1/C=C/C(=O)OCC(=O)Nc1c(C)n(C)n(-c2ccccc2)c1=O returned HTRA1 inhibitor 1, ABHD4 inh 7, SMARCA2 act -2, ARFGAP1 inhibitor 4, GC-A act 5, ASAP1 inh 2, PG9 Ab binder -1.6, Rev-erbA mod 5, rCAG binder 0 and GC-B act 4.
`O=C(Cc1ccccc1)Nc1nccs1` gave HTRA1 inhibitor 6, ABHD4 inh 1, SMARCA2 act -3, ARFGAP1 inhibitor 7, GC-A act 0, ASAP1 inh -4, PG9 Ab binder 0.6, Rev-erbA mod -3, rCAG binder -3 and GC-B act -4.

Entries above containing an NH in an aromatic ring:
For Cc1ccc2[nH]c3c(=O)n4c(nc3c2c1)SCC4 the results were HTRA1 inhibitor -2, ABHD4 inh -2, SMARCA2 act -2, ARFGAP1 inhibitor 13, GC-A act -1, ASAP1 inh 7, PG9 Ab binder -0.7, Rev-erbA mod 5, rCAG binder 3 and GC-B act -4.
Screening CC(C)(C)NC(=O)CSc1nc(N)cc(=O)[nH]1 returned HTRA1 inhibitor -8, ABHD4 inh 1, SMARCA2 act -1, ARFGAP1 inhibitor 4, GC-A act 1, ASAP1 inh -2, PG9 Ab binder 1.1, Rev-erbA mod 5, rCAG binder -2 and GC-B act -6.
`C=CCn1c(=O)[nH]c2cc(C(=O)N3CCN(c4ccc(C(C)=O)cc4)CC3)ccc2c1=O` gave HTRA1 inhibitor 2, ABHD4 inh -3, SMARCA2 act -3, ARFGAP1 inhibitor -3, GC-A act -4, ASAP1 inh 5, PG9 Ab binder -1.6, Rev-erbA mod -22, rCAG binder 4 and GC-B act -2.

Screening data from PubChem.

Rows were taken by chance. About 4.4% of those tested had a hit in this group.
